# PAFAH1B3 inh: inhibitors of human PAFAH1B3. Q15102. recombinant PAFAH1B3, FP-rhodamine probe, fluorescence polarization. inhibition, % at 3.39 µM. 0.28% of 340,000 active;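 active means inhibition above the screen-wide average of all tested compounds plus 3 SD, cut at about 25% in these data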;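 further: 0% = enzyme with DMSO only and 100% = wells lacking PAFAH1B3 protein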
# Target sequence (Q15102 whole entry, looked up): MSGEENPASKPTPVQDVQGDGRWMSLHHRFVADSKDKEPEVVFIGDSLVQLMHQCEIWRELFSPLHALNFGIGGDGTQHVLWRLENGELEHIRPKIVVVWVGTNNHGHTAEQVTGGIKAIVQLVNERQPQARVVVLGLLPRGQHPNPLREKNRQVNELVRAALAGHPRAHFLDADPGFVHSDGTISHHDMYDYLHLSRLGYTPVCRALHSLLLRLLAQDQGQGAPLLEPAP
# PAFAH1B2 inh: PAFAH1B2 (human) inhibition. P68402. recombinant PAFAH1B2, FP-rhodamine activity probe, fluorescence polarization. inhibition, % at 3.39 µM. 1.2% of 340,000 active. AID 492953;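 active means inhibition above the mean of all tested compounds plus 3 SD, cut at about 24% in these data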;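 further: 0% = enzyme with DMSO and 100% = wells lacking PAFAH1B2; many of its hits are not listed in these tables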
# Target sequence (P68402 whole entry, looked up): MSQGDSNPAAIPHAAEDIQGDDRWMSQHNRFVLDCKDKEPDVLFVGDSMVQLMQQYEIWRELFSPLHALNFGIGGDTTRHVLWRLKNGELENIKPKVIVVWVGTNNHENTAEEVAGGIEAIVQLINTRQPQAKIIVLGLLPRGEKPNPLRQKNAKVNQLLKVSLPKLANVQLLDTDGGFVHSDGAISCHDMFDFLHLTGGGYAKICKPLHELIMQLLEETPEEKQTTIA
# PAFAH2 FP inh: inhibitors of human PAFAH2 | Q99487 | 0.99% of 340,000 active | inhibition, % at 3.39 µM | recombinant PAFAH2, FP-rhodamine activity probe, fluorescence polarization;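 active means inhibition above the mean over all tested compounds plus 3 SD, cut at about 30% in these data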;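 further: inhibitors block probe labeling of enzyme so polarization drops; 0% = enzyme with DMSO and 100% = wells lacking PAFAH2 protein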
# The depositor's hits bear a star. Some of the compounds tested; rates above refer to the full screens.
No.	PAFAH1B3 inh	PAFAH1B2 inh	PAFAH2 FP inh	canonical_smiles
1	13	2	7	Cc1cc(C)cc(NC(=O)N2CCc3ccccc3C2)c1
2	1	14	17	COc1cccc(/C=C2/C(=O)NN(c3ccc(Br)cc3)C2=O)c1O
3	-1	3	-11	O=C(NCC1COc2ccccc2O1)c1c[nH]c2ccc(S(=O)(=O)N3CCOCC3)cc2c1=O (configuration not stated)
4	3	1	-8	COc1cc2nc(CN(C)CC(=O)Nc3ccc(N4CCOCC4)cc3)[nH]c(=O)c2cc1OC
5	2	7	1	CC(=O)Nc1ccc(S(=O)(=O)NC(C)c2ccccc2)cc1 (configuration not stated)
6	9	3	-5	Nc1ccc2c(c1)C(O)c1cccc(C(=O)O)c1-2 (configuration not stated)
7	15	3	-2	O=C1NC(CCO)C(=O)NC1CCO (configuration not stated)
8	4	2	-2	O=C(CSc1nc2scc(-c3cccs3)c2c(=O)n1CCc1ccccc1)N1CCCC1
9	4	5	3	COc1ccc([C@@H]2C[C@@H](c3ccccc3)Oc3cc(OC)c(OC)c(OC)c32)cc1
10	2	8	4	COc1ccc(-c2ccc(C(c3c(C)[nH][nH]c3=O)c3c(C)[nH][nH]c3=O)o2)c([N+](=O)[O-])c1

# (next part)
No.	PAFAH1B3 inh	PAFAH1B2 inh	PAFAH2 FP inh	canonical_smiles
11	3	4	8	Cc1[nH]c(=O)[nH]c(=O)c1S(=O)(=O)Nc1ccc(Br)cc1F
12	0	-1	-4	Nc1ccc(-c2nnn(Cc3ccccc3)n2)cc1
13	5	-1	2	CCC(C)[C@H](NC(=O)C1CCC(CNC(=O)[C@@H]2CCCN2C(=O)OC(C)(C)C)CC1)C(=O)O (some centres not stated)
14	-4	-1	-5	Nc1sccc1C(=O)c1ccc(Cl)cc1
15	8	0	29	O=C(N/N=C/c1coc2ccc(Cl)cc2c1=O)c1ccc(O)cc1
16	4	-2	13	O=C(O)C1(Nc2ccc(Br)cc2)CCCC1
17	5	0	2	COc1cc2c(cc1OC)/C(=C/C(=O)c1ccc([N+](=O)[O-])c(C)c1)NCC2
18	3	8	3	CC1CCC(O)(C(C(=O)O)c2ccccc2)CC1 (configuration not stated)
19	3	2	2	Cc1cccc(Oc2ccccc2NC(=O)CSCC(=O)Nc2cc(C)on2)c1
20	-2	-6	5	CN(Cc1cnccn1)C(=O)c1cc(COc2cccc(C(F)(F)F)c2)on1

# Remaining list, next part
No.	PAFAH1B3 inh	PAFAH1B2 inh	PAFAH2 FP inh	canonical_smiles
21	5	3	-2	O=C(C=Cc1ccccc1Cl)c1ccccc1
22	2	0	4	COc1ccccc1N1C(N)=NC(N)=NC12CCCCC2
23	6	-1	1	O=C(/C=C/c1ccccc1)Nc1cc(S(=O)(=O)N2CCOCC2)ccc1N1CCOCC1
24	3	0	-4	Cc1ccc(C(O)c2nc3ccccc3n2C)cc1 (configuration not stated)
25	1	-2	8	COc1ccc(C2/C(=C(/O)c3ccc(F)cc3)C(=O)C(=O)N2CCCN(C)C)cc1 (configuration not stated)
26	2	1	13	CCN(CC)S(=O)(=O)c1cccc(C(=O)c2c(C)cc3ccccn23)c1
27	4	2	3	CC1CCCN(S(=O)(=O)c2ccc([N+](=O)[O-])cc2)C1 (configuration not stated)
28	9	9	0	CN(C)C(CNC(=O)c1cccc(S(=O)(=O)Nc2ccccc2Cl)c1)c1ccccc1 (configuration not stated)
29	1	1	6	O=C(CSc1nc2c(oc3ccccc32)c(=O)n1CC1CCCO1)NCc1ccc(F)cc1 (configuration not stated)
30	16	10	-4	COc1ccccc1NC(=O)NNC(=O)c1ccc2ccccc2c1O

# Entries of single compounds, quoted from the list. Order of values: PAFAH1B3 inh | PAFAH1B2 inh | PAFAH2 FP inh
# Entry for `Nc1ccc2c(c1)C(O)c1cccc(C(=O)O)c1-2` (configuration not stated) = 9 | 3 | -5
# Entry for `COc1ccc([C@@H]2C[C@@H](c3ccccc3)Oc3cc(OC)c(OC)c(OC)c32)cc1` = 4 | 5 | 3
# Entry for `COc1cc2c(cc1OC)/C(=C/C(=O)c1ccc([N+](=O)[O-])c(C)c1)NCC2` = 5 | 0 | 2

# Other records follow.
No.	PAFAH1B3 inh	PAFAH1B2 inh	PAFAH2 FP inh	canonical_smiles
31	2	1	4	C=CCn1cc(C(=O)NCc2ccc3c(c2)OCO3)c(=O)c2cc(S(=O)(=O)N(CC)CC)ccc21
32	1	0	4	NC(=O)c1ccsc1NC(=O)CN1CCN(S(=O)(=O)c2ccccc2C(F)(F)F)CC1
33	64*	29*	35*	O=C1C(Nc2ccc(O)cc2)=C/C(=N/S(=O)(=O)c2cccs2)c2ccccc21
34	6	-6	4	COc1ccc(NC(=O)NNC(=O)c2ccc(-c3ccccc3)cc2)c(OC)c1
35	10	1	8	CC(C)c1ccc(N2C(=O)CC(Sc3ncccn3)C2=O)cc1 (configuration not stated)
36	3	-2	10	CSC1=C(C#N)C2(CCCCC2)C(C(=O)Nc2ccccc2)=C(C)N1
37	5	4	-9	Cc1ccc(C)c(NC(=O)CCC(=O)N/N=C/c2cccnc2)c1
38	13	-1	-3	O=C(CSc1nc2ccccc2o1)Nc1nc2c(s1)CCCC2
39	9	2	7	Cc1cnc(NC(=O)c2ccc3ncsc3c2)s1
40	-3	-10	3	O=c1[nH]c(=S)n(-c2cccc(C(F)(F)F)c2)c(O)c1C=NCCN1CCNCC1

# Further structures follow:
No.	PAFAH1B3 inh	PAFAH1B2 inh	PAFAH2 FP inh	canonical_smiles
41	1	8	-8	CC1CC(C)(C)CC2(C1)NC(=O)N(CC(=O)N1CCN(S(=O)(=O)c3ccc(F)c(F)c3F)CC1)C2=O (configuration not stated)
42	7	4	3	COC(=O)c1sccc1NC(=O)Nc1cc(C)ccc1OC
43	3	10	-2	CCOC(=O)C1(C#N)Cc2ccccc2C1
44	4	15	-3	C/C(=N\NC(N)=O)C1CC(Cc2ccccc2)C(=O)O1 (configuration not stated)
45	1	1	1	CCN1CCN(c2ccc(NC(=O)c3ccc([N+](=O)[O-])o3)cc2Cl)CC1
46	0	-3	2	O=C(NNC(=O)c1ccc(Cl)cc1Cl)c1ccc2ccccc2c1
47	9	2	1	O=C(CCN1CCN(Cc2ccccc2)CC1)NNC(=O)Nc1cccc([N+](=O)[O-])c1
48	12	6	5	CC(C)OCCCNC(=O)c1ccc2c(c1)NC(=O)c1ccccc1S2
49	5	1	10	O=C(N/N=C/c1ccccc1O)c1cccc2ccccc12
50	2	1	-5	COc1cccc(NC(=O)NNC(=O)C(C)Oc2ccc3ccccc3c2)c1 (configuration not stated)

# More entries.
No.	PAFAH1B3 inh	PAFAH1B2 inh	PAFAH2 FP inh	canonical_smiles
51	3	6	2	COc1cc(C2C3=C(COC3=O)Oc3cc4c(cc32)OCO4)cc(OC)c1O (configuration not stated)
52	8	6	6	Cc1ccccc1NC(=O)COC(=O)c1ccc2c(c1)C(=O)N(CCCN1CCOCC1)C2=O
53	9	-2	-10	Cc1csc(C2=C(O)CN(c3ccc4c(c3)OCCOCCOCCOCCO4)C2=N)n1
54	7	4	-5	O=C(O)CN1CCNCCN(CC(=O)O)CCNCC1

# Gathered by group, the entries above containing a halogen.
No.	PAFAH1B3 inh	PAFAH1B2 inh	PAFAH2 FP inh	canonical_smiles
2	1	14	17	COc1cccc(/C=C2/C(=O)NN(c3ccc(Br)cc3)C2=O)c1O
11	3	4	8	Cc1[nH]c(=O)[nH]c(=O)c1S(=O)(=O)Nc1ccc(Br)cc1F
14	-4	-1	-5	Nc1sccc1C(=O)c1ccc(Cl)cc1
15	8	0	29	O=C(N/N=C/c1coc2ccc(Cl)cc2c1=O)c1ccc(O)cc1
16	4	-2	13	O=C(O)C1(Nc2ccc(Br)cc2)CCCC1
20	-2	-6	5	CN(Cc1cnccn1)C(=O)c1cc(COc2cccc(C(F)(F)F)c2)on1
21	5	3	-2	O=C(C=Cc1ccccc1Cl)c1ccccc1
25	1	-2	8	COc1ccc(C2/C(=C(/O)c3ccc(F)cc3)C(=O)C(=O)N2CCCN(C)C)cc1 (configuration not stated)
28	9	9	0	CN(C)C(CNC(=O)c1cccc(S(=O)(=O)Nc2ccccc2Cl)c1)c1ccccc1 (configuration not stated)
29	1	1	6	O=C(CSc1nc2c(oc3ccccc32)c(=O)n1CC1CCCO1)NCc1ccc(F)cc1 (configuration not stated)
32	1	0	4	NC(=O)c1ccsc1NC(=O)CN1CCN(S(=O)(=O)c2ccccc2C(F)(F)F)CC1
40	-3	-10	3	O=c1[nH]c(=S)n(-c2cccc(C(F)(F)F)c2)c(O)c1C=NCCN1CCNCC1
41	1	8	-8	CC1CC(C)(C)CC2(C1)NC(=O)N(CC(=O)N1CCN(S(=O)(=O)c3ccc(F)c(F)c3F)CC1)C2=O (configuration not stated)
45	1	1	1	CCN1CCN(c2ccc(NC(=O)c3ccc([N+](=O)[O-])o3)cc2Cl)CC1
46	0	-3	2	O=C(NNC(=O)c1ccc(Cl)cc1Cl)c1ccc2ccccc2c1

# From PubChem
